# Sm TGR block: S. mansoni TGR enzyme inhibition | purified TGR, DTNB reduction, TNB absorbance 405 nm | 360,000 compounds, 3% hits | AID 485364 | Q962Y6 | Potency, µM (titrated, usually from 114 µM), for inactives: at the highest dose activity change, negative = inhibition, hits mostly inhibitors; note: potency is the fitted concentration of half-maximal effect; nearly all actives have a fitted effect of over 60% in size
#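 TGR 20 nM + NADPH 100 uM (dispensed conc.), cpd preinc 15 min RT; start with NADPH (500 uM addition) then DTNB (15 mM addition). Kinetic TNB absorbance, 405 nm filter. Four-parameter Hill fit across titration.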
# HCV inh: HCV inhibition | Huh7.5.1 HCVcc-Cre infection, luciferase reporter, 44 h | Potency, µM (top dose mostly 41.8 µM), inactives show at the top dose activity change, negative = inhibition, actives largely listed as inhibitors | 340,000 compounds, 3.4% hits | AID 651820; note: potency is the fitted concentration of half-maximal effect
#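 Infectious HCV cell culture screen: compound-treated cells (1,000/well, pre-plated 4 h) are infected with HCVcc-Cre at roughly 0.5 moi and grown 44 h. Infection is quantified by luciferase signal after 15 min substrate incubation at room temperature.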
# HCMV antiviral: human cytomegalovirus inhibition; activity change, negative = inhibition, % at 57.5 µM; HFF cells, HCMV-luciferase reporter, 72 h; hits give low values; 410,000 compounds, 4.5% hits; AID 1259415; in the data active = activity change below about -60%; inconclusive = no clear call, values can overlap the other calls; inactive = above about -39%
#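 After 16 h attachment at 37C, HFF cells received test compound and HCMV-luciferase (1 PFU/cell); reporter luminescence read 72 h later, data normalized against buffer-only and known inhibitor Salinomycin.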
# AmpC no deterg: AmpC beta-lactamase inhibition without detergent | AmpC nitrocefin hydrolysis, absorbance 480 nm, 0.0001% Triton | Potency, µM (titrated, usually from 57.1 µM), for the others: at the highest dose activity change, negative = inhibition, hits mostly inhibitors | 330,000 compounds, 0.52% hits;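 note: potency is the fitted concentration of half-maximal effect; plate controls were no compound for no effect and no enzyme for full effect; nearly all actives have a fitted effect of over 20% in size; some results filed as inactive show a strong effect at the top dose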
# Target sequence (P00811 whole entry, looked up): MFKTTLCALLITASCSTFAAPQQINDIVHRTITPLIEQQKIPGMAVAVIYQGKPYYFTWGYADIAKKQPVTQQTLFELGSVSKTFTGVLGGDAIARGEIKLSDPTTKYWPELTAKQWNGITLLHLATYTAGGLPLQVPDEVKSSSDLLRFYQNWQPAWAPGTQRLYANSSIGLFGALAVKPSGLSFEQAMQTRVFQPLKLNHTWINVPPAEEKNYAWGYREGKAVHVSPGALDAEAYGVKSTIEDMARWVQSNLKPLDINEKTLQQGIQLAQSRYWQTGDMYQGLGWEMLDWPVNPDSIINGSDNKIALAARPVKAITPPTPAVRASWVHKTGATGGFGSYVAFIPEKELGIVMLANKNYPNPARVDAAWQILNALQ
#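 20 mM phosphate pH 7.0 + 0.01% (detergent screen) or 0.0001% Triton X-100; 5.3 nM AmpC reagent; cpd preinc 15 min RT; nitrocefin (800 uM stock) to start; A480 q20 s × 4 min; Activity was normalised to no-enzyme and no-compound control wells.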
# FBPA Giardia inh: inhibitors of Giardia lamblia fructose-1,6-bisphosphate aldolase | purified Giardia FBPA | AID 2451 | Potency, µM (titrated, usually from 59.6 µM), inactives show at the highest dose activity, negative = inhibition, usual class: inhibitors | 290,000 compounds, 0.71% hits; note: potency is the fitted concentration of half-maximal effect; nearly all actives have a fitted effect of over 55% in size
# Target sequence (A8B2U2 whole entry, looked up): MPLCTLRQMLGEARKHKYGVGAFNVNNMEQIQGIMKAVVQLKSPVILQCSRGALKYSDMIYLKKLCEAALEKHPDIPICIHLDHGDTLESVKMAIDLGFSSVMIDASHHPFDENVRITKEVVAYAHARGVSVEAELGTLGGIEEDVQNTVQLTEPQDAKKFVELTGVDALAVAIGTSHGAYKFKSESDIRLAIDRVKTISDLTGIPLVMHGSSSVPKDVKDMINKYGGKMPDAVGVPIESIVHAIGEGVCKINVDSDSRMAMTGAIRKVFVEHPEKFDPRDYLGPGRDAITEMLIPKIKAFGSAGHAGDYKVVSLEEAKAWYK
#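 40 nM FBPA preincubated 10 min at RT with compound (up to 57.5 uM final), then substrate plus GAPDH/TPI/NAD/arsenate coupling and diaphorase/resazurin added. Fluorescence read after 20 min at RT, 525/598 nm.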
# AmpC inh detg: blocks E. coli AmpC beta-lactamase in detergent assay | P00811 | AmpC hydrolysis of nitrocefin, absorbance 480 nm, 0.01% Triton | Potency, µM (series often up to 114 µM), without a hit: at the highest dose activity change, negative = inhibition, actives largely listed as inhibitors | 370,000 compounds, 0.041% hits | AID 485294;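 note: potency is the fitted concentration of half-maximal effect; 0% = no-compound wells and -100% = no-enzyme wells; nearly all actives have a fitted effect of over 25% in size; some results filed as inactive show a strong effect at the top dose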
#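 20 mM phosphate pH 7.0 + 0.01% (detergent screen) or 0.0001% Triton X-100; 5.3 nM AmpC reagent; cpd preinc 15 min RT; nitrocefin (800 uM stock) to start; A480 q20 s × 4 min; Activity was normalised to no-enzyme and no-compound control wells.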
# Numbers without * were called inactive; u = inconclusive; x = no result given; & = joins results of further samples; [ ] = dose if it differs, or a comment. Unless noted, calls come from the whole dose curve; as a rule, active = well fitted curve in the direction sought with a large enough effect; inconclusive = small, poorly fitted or top-dose-only effect, or another doubt; inactive = no such curve, though single readings can be large; an effect the other way counts as inactive or inconclusive. Unless noted, % is set by controls: 0 for no effect and ±100 for the full control effect. Rows are unselected. Share with any hit: about 9.9%.
SMILES,Sm TGR block,HCV inh,HCMV antiviral,AmpC no deterg,FBPA Giardia inh,AmpC inh detg
CNC(=O)COC(=O)/C=C/c1c(C)nn(-c2ccccc2)c1C,-7%,-18%,-27,-2%,3%,-5%
COc1cccc(C2c3[nH]c4ccccc4c3CCN2Cc2cccn2-c2ncccn2)c1 (stereo unspecified),u,-20%,36,24%,-3%,6%
O=C(CN1C(=O)NC2(CCCCCC2)C1=O)NCc1ccc(F)cc1,x,4%,25,-12%,x,x
CCOc1ccccc1N(C)C(=O)NCc1noc2ccccc12,5%,x,14,x,x,8%
CCN(CC)C(=O)[C@H]1CC(CC(=O)NC(C)(C)C)C(=O)N2CCc3c([nH]c4ccc(OC)cc34)[C@]12C (stereo partly specified),x,u,-29,120%[activator],x,x
CC1(C)CC(=O)C(C=Nc2ccccc2C(=O)O)=C(O)C1,7%,2%,-4,-1%,-3%,2%
COC(=O)C(C)Sc1nc2c(c(=O)[nH]c(=O)n2C)n1CCC(C)C (stereo unspecified),-1%,u,-7,0%,2%,-2%
Cc1c(C(=O)OCCN2CCCCC2)oc2ccccc12,-19%,18%,-4,-12%,-8%,-16%
O=c1[nH]c(C2CCCN(S(=O)(=O)c3ccc(F)cc3)C2)nc2c1nnn2Cc1ccccc1 (stereo unspecified),-36%,19%&3%,41,-27%,3%,-14%
Cc1noc(C)c1C(=O)NCc1ccccc1Br,-23%,15%,-7,-17%,1%,-7%
Cc1c(NC(=O)CCC2CCCCC2)cc(C(=O)N2CCOCC2)cc1[N+](=O)[O-],-12%,-3%,25,96%[activator],0%,9%
Fc1ccc(NC(=S)Nc2cccnc2)cc1Cl,x,-13%,-18,-40%,-24%,-7%
CCCCC(=O)OCC(=O)Nc1ccc(SC(F)F)cc1,1%,15%,34,-6%[2.29 µM],-13%,-8%
CCOc1cc(S(=O)(=O)n2ccnc2)ccc1Cl,4%,17%,-5,-6%[2.29 µM],-5%,-2%
Cc1ccc2cc(CN(CC3CCCO3)C(=S)Nc3ccccc3)c(=O)[nH]c2c1C (stereo unspecified),4%,u,-62*,45%,2%,-12%

# Overlap with the part before: three entries; new compounds follow.
SMILES,Sm TGR block,HCV inh,HCMV antiviral,AmpC no deterg,FBPA Giardia inh,AmpC inh detg
CCCCC(=O)OCC(=O)Nc1ccc(SC(F)F)cc1,1%,15%,34,-6%[2.29 µM],-13%,-8%
CCOc1cc(S(=O)(=O)n2ccnc2)ccc1Cl,4%,17%,-5,-6%[2.29 µM],-5%,-2%
Cc1ccc2cc(CN(CC3CCCO3)C(=S)Nc3ccccc3)c(=O)[nH]c2c1C (stereo unspecified),4%,u,-62*,45%,2%,-12%
Cc1cccc(C)c1Oc1nc(-c2ccccc2)ncc1S(=O)(=O)c1ccccc1,-4%,-16%,24,-19%,-3%,3%
S=c1[nH]nc(-c2cccnc2)n1C1CCCCC1,4%,9%,2,-20%,-23%,u
Cc1cc(C)nc(NC(N)=S)n1,-1%,7%,-15,-3%,-6%,u
COc1ccc(Cl)cc1NC(=O)CC(=O)Nc1cc(Cl)ccc1OC,4%,-6%,-26,-36%,-1%,u
CC(=O)Nc1cc(NC(C)=O)c2nc(N)sc2c1,-29%,8%,114,-12%,-9%,-12%
CCN1CCN(c2c(S(=O)(=O)c3ccc(C)c(C)c3)cnc3ccc(F)cc23)CC1,-7%&-8%,-5%,-17&-35,18%,1%,-7%&-5%
CCCN1C2CCCC1CC(NC(=O)c1cc(OC)c(OC)c(OC)c1)C2 (stereo unspecified),5%,-5%,-104*,-21%,-7%,-2%
Cc1ccc(C(=O)NC2=NCCS2)cc1Cl,14%,1%,x,-20%,5%,u
Cc1c(N2C(=O)CS/C2=N\N=C\c2ccc(Cl)cc2)c(=O)n(-c2ccccc2)n1C,-24%,x,3,54%,4%,2%
Cc1ccc2nc(-c3ccc(NC(=S)NC(=O)CC(C)C)cc3)sc2c1,0%,0%,131,-11%,5%,2%
CCOc1ccc2nc(N/C(N)=N/C(=S)Nc3ccc(C)c(C)c3)nc(C)c2c1,2%,-19%,-31,-52%,1%,-9%
O=C(O)C1C2C=CC(C2)C1C(=O)Nc1nccs1 (stereo unspecified),2%,9%,52,-16%,1%,u
CCOc1ccc2[nH]c(=O)c(CN(Cc3ccco3)C(=O)c3ccc(Br)cc3)cc2c1,u,-22%,25,-17%,1%,u
O=S(=O)(NNc1ccc(Cl)nn1)c1ccc(F)cc1,1%,3%,11,7%,u,-2%
Cc1cc(C)c(-c2n[nH]c3c2C(c2ccccc2F)N(CCO)C3=O)c(O)c1 (stereo unspecified),7%,x,26,x,x,-11%
CC(=O)c1ccc(NC(=O)c2ccc(CN3C(=O)CCn4nc(C)cc43)cc2)cc1,1%,x,0,x,x,26%
CC1CCN(C(=O)CSc2nnc(CNC(=O)c3ccc(F)cc3)o2)CC1,-20%,x,-27,-4%,x,4%
O=S(=O)(c1cccc(Cn2nnc(-c3ccc(F)cc3)n2)c1)N1CCOCC1,3%,u,-20,48%[activator],x,-3%
O=C(Cn1cnc2ccccc21)N/N=C/c1cccnc1,3%,7%,2,-11%,2%,3%
COc1ccc(-c2cc(C(=O)NC3CCCC3)no2)cc1,6%,10%,4,-21%,4%,3%
O=C(Nc1ccc(C(=O)OCc2cc(=O)n3c4c(sc3n2)CCCC4)cc1)c1ccc(Cl)cc1,5%,x,u,x,x,13%
COc1ccc(N2CCc3c(C)nc4c(OC)cccc4c32)cc1,-2%,u,-66*,34%,0%,3%
CCNc1nc(C)c2cc(Br)c(=O)n(CC)c2n1,7%,8.9µM*,40,-16%,3%,-14%
Cc1ccc(NC(=O)Cn2ccn(-c3ccccc3)c(=O)c2=O)cc1,5%,x,-30,x,x,22%
O=C(N/N=C/c1ccccc1OC(=O)c1ccc2c(c1)OCO2)c1cccc(F)c1,-1%,u,u,-26%,4%,-8%
O=C(NCc1ccc(F)cc1)c1cc2c(s1)-c1ccccc1SC2,10%,x,-20,x,x,1%
COc1ccccc1CN1CC(C(=O)NCc2cccnc2)CC1=O (stereo unspecified),-1%,-6%,-8,-27%,4%,-12%
COc1ccc(Cn2c(=S)[nH]c3ccccc3c2=O)cc1,8%,-25%,-20,-32%,21%,-2%
Oc1[nH]c2ccc(Br)cc2c1N=Nc1ccc(C(F)(F)F)cn1,1%,u,48,-6%,0%,1%
COc1cc(/C=C(\C#N)c2nc3ccccc3[nH]2)cc(Br)c1OCc1ccccc1,-14%,u,12,u,-13%,-15%
Cc1ccc(NS(=O)(=O)c2ccccc2Cl)c2c1CC(C)(C)O2,-13%,-3%,-8,-22%,x,u
CCOC(=O)NNC(=O)C1CCC(C)CC1 (stereo unspecified),-6%&-2%,1%,-30&-13,-23%,1%,u
O=C(Cn1ncc2c3ccccc3n(Cc3ccc(Cl)cc3)c2c1=O)NCCCc1ccccc1,9%,x,8,x,x,12%
CC(C)c1c(C(=O)N/N=C/c2ccc(OCc3ccccc3)cc2)nnn1-c1nonc1N,-1%,u,59,-37%,-6%,u
CCOc1ccc(NC(=O)CC2C(=O)N(c3cccc(C)c3)C(=O)N2CCC2=CCCCC2)cc1 (stereo unspecified),0%,x,1,x,x,8%
COc1cccc(C2C(C(=O)Nc3ccccc3OC)=C(C)Nc3nc(-c4ccco4)nn32)c1 (stereo unspecified),-32%,x,12,x,x,12%
C=Cn1c(C(=O)O)ccc1-c1ccc(OC)cc1,-7%,16%,1,152%[activator],7%,-2%
COc1cccc(Cn2ncc3c4sc(B(O)O)cc4n(C)c3c2=O)c1,-2%,x,x,2.2µM*,x,1.1µM*
CN(C)Cc1c(C(=O)N/N=C/C=C/c2ccccc2)nnn1-c1nonc1N,8%,3%,32,2%,1%,8%
CCO[C@@H]1OC(C(=O)N2CCN(Cc3ccccc3)CC2)=C[C@H](c2ccc(Br)cc2)[C@H]1CCCO,u,-15%,-6,171%[activator],-2%,-6%
C[C@]12CCC3[C@@H](CC[C@H]4C[C@@H](O)CC[C@]34C)C1CCC2=O (stereo partly specified),4%,5%,-21,-5%,1%,-4%
Cc1nc(CNS(=O)(=O)c2ccccc2F)cs1,-11%,9%,-4,-3%,-1%,u
CCN(CC)S(=O)(=O)c1cccc(NC(=O)COC(=O)CNC(=O)c2cccc(F)c2)c1,0%,-2%,-18,-15%,16%,3%
N#Cc1ccsc1NC(=O)CCN1C(=O)C2CCCCC2C1=O (stereo unspecified),x,1%,-19,9%,x,x
COc1ccc(CNC(=O)CCC(=O)Nc2ccc(Cl)cc2)cc1,-13%,6%,12,-28%,10%,-6%
CCn1cc(S(=O)(=O)CC(=O)Nc2cccc(C)c2)c2ccccc21,-8%,-13%,-2,-18%,-8%,0%
COc1cccc(NC(=O)CCc2c(C)nn(-c3ccc(N4CCOCC4)nn3)c2C)c1,5%,-7%,-17,36%,5%,-11%
O=C(Nc1ccc(-c2nc3cccnc3s2)cc1)c1ccco1,u,u,42,-46%,1%,u
Cc1c(NC(=O)CCCOc2ccccc2)cccc1[N+](=O)[O-],-7%,-11%,-10,-26%,2%,-7%
O=[N+]([O-])c1ccc(CSc2ccc(S(=O)(=O)N3CCCCC3)cn2)cc1,x,u,-26,-40%,x,x
CCN(CC)S(=O)(=O)N1CCC(C(=O)NC2CCCC2)CC1,2%,18%,-4,-11%,1%,-2%
COc1cc(CN2CCNC(=O)C2CC(=O)NCCCC2CCCC2)cc(OC)c1 (stereo unspecified),u,14%,13,133%[activator],x,2%
Cc1ccc(CNC(=O)C(C)n2c(=O)cc(C(F)(F)F)c3c(C)nn(C)c32)cc1 (stereo unspecified),-7%,x,7,x,x,-3%
Cn1cc(C(=O)c2ccc(Cl)cc2Cl)cc1C(=O)N/N=C(\N)COc1ccccc1,-8%,-23%,-24,-13%,24%,-8%
C/C(=N/NC(=O)c1ccc(Br)s1)c1ccncc1,-25%,u,-3,-11%,x,7%
CCCN(CCC)C(=S)NC1CC2C=CC1C2 (stereo unspecified),10%,-4%,36,-14%,-1%,2%
O=C(O)c1cccc(NC(=O)N2C[C@H]3C[C@@H](C2)c2cccc(=O)n2C3)c1,11%,20%,-21,-18%,11%,u
CCN(CC)CCNc1ncnc2c1sc1nc(N3CCOCC3)c3c(c12)CC(C)(C)SC3,-6%,11%,-37,77%[activator],-5%,-5%
CC(C)Cn1c(-c2ccc(Br)o2)n[nH]c1=S,2%,9%,-21,-23%,8%,-8%
CCN(CC)S(=O)(=O)c1ccc(OCC(=O)NC(=O)c2ccccc2OC)c([N+](=O)[O-])c1,9%,10%,-15,28%,-11%,8%

# Single entries from the entries so far:
# AmpC no deterg result of O=C(O)c1cccc(NC(=O)N2C[C@H]3C[C@@H](C2)c2cccc(=O)n2C3)c1 = -18%
# AmpC no deterg result of CCN(CC)S(=O)(=O)c1ccc(OCC(=O)NC(=O)c2ccccc2OC)c([N+](=O)[O-])c1 = 28%
# AmpC no deterg result of CCn1cc(S(=O)(=O)CC(=O)Nc2cccc(C)c2)c2ccccc21 = -18%
# HCV inh result of CCCN(CCC)C(=S)NC1CC2C=CC1C2 (stereo unspecified) = -4%
# HCMV antiviral result of O=[N+]([O-])c1ccc(CSc2ccc(S(=O)(=O)N3CCCCC3)cn2)cc1 = -26

# Screens deposited in PubChem BioAssay by National Center for Advancing Translational Sciences (NCATS).
